# Compound activity as filed in PubChem.
# UHRF1 binding = UHRF1 methyl-DNA binding inhibition; actives 0.75% (n = 370,000); inhibition, % at 4.4 µM; UHRF1 binding to methylated oligo, TR-FRET; in the data active = inhibition above about 21%;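 also: UHRF1 SRA domain binding a hemimethylated CpG hairpin DNA probe; 0% = median of test compound wells and 100% = reference inhibitor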
# HTRA1 inh = blocks human HTRA1 serine peptidase; recombinant HTRA1, FP-rhodamine activity-based probe, fluorescence polarization; inhibition, % at 5.96 µM; actives 0.5% (n = 340,000); in the data active = inhibition above about 36%;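 also: 0% = enzyme with DMSO and 100% = wells lacking enzyme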
# Target sequence (Q92743 whole entry, looked up): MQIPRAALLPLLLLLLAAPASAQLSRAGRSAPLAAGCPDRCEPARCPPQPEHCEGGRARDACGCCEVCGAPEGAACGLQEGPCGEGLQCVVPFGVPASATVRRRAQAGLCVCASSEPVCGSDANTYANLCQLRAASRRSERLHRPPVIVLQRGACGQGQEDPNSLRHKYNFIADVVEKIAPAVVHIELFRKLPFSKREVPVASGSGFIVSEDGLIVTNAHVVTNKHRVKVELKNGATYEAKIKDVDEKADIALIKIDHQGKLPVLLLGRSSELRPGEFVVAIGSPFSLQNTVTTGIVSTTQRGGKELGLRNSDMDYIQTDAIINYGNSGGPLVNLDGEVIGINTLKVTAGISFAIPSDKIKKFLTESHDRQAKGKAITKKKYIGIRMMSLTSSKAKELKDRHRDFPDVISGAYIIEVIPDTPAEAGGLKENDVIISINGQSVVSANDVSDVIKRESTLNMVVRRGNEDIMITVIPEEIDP
# ABHD4 inh = inhibits mouse alpha/beta hydrolase domain 4; purified mABHD4, FP-Rh probe fluorescence polarization; inhibition, % at 8.92 µM; Q8VD66; AID 720543; actives 0.54% (n = 370,000);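 active = inhibition exceeding the mean over every tested compound plus 3 SD, cut at about 30% in these data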;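 also: 0% = plate median of compound wells and 100% = S159A mutant with DMSO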
# Target sequence (Q8VD66 whole entry, looked up, the tested form may be a part): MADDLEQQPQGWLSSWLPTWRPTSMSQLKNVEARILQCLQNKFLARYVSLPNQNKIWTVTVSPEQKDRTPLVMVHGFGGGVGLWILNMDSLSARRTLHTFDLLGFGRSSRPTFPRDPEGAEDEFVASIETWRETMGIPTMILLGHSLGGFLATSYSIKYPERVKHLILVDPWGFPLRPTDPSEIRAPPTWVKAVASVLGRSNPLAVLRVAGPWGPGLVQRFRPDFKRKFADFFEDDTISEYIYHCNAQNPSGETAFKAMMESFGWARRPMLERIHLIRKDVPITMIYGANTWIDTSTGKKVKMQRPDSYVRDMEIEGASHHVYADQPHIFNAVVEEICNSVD
#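 assay system = mABHD4 protein | compound dosing = single nominal dose of 8.92 µM, 0.89% DMSO final | read-out basis = percent inhibition of probe binding, normalized to plate controls | schedule = Enzyme–compound pre-incubation 45 min, then probe 60 min, both 25 °C | detection = fluorescence polarization, excitation 525 nm, emission 598 nm, BODIPY TMR filters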
# rCAG binder = molecules binding r(CAG) RNA repeats. actives 1.3% (n = 370,000). AID 651821. r(CAG) RNA repeat, TO-PRO-1 dye displacement fluorescence. inhibition, % at 3 µM;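 active = inhibition above the plate cutoff, the mean of all test compounds on that plate plus 3 SD, cut at about 35% in these data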;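 also: 0% = DMSO alone and 100% = 100 µM mitoxantrone as full dye displacement; higher means more dye released from RNA so lower well fluorescence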
# PRMT1 inh = inhibitors of human PRMT1; Q99873; recombinant PRMT1, activity-based probe fluorescence polarization; inhibition, % at 2.79 µM; actives 1.3% (n = 370,000);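 active = inhibition above about 21% made by adding two undisclosed values, limit read from the data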
# MBD2 DNA inh = blocks human MBD2 binding to methylated DNA; TR-FRET, MBD2 binding to methylated oligonucleotide; inhibition, % at 4.4 µM; actives 0.31% (n = 370,000); Q9UBB5; AID 686964; in the data active = inhibition above about 13%
# PG9 binder = small molecules binding HIV-1 gp120 antibody PG9 | TR-FRET gp120-PG9 antibody binding | inhibition, % at 6.7 µM | actives 0.43% (n = 360,000) | AID 624416; in the data active = inhibition above about 8.5%
# NR1D1 modulator = Rev-erb alpha (human) modulation | P20393 | Rev-erbα–FITC-DNA binding, fluorescence polarization, 90 min | activity, % at 10 µM | actives 0.79% (n = 370,000) | AID 1259318;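 active = activity above about 14%, limit read from the data; passing the limit was not always enough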;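 also: 0% = DMSO wells with 35 nM protein and 100% = DMSO wells with 750 nM protein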
# LEDGF integ inh = blocks HIV-1 LEDGF/p75-dependent DNA integration; TR-FRET IN-LEDGF/p75 DNA integration, Eu/Cy5; inhibition, % at 3.7 µM; actives 0.64% (n = 370,000);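 active = inhibition above the screen-wide mean plus 3 SD, cut at about 13% in these data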;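 also: signal is the Cy5 over europium emission ratio at 671 and 618 nm; 0% = plate median of compound wells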
# TCR-CD3 inh = inhibitors of human TCR-CD3 interaction | TAMRA-labeled TCR probe fluorescence, biochemical | inhibition, % at 9.4 µM | actives 0.37% (n = 360,000) | AID 651800; in the data active = inhibition above about 19%;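 also: recombinant mutant TCR 2C K166C tagged with TAMRA read by polarization; 0% = receptor in buffer alone and 100% = receptor with positive control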
# * marks the source's active call; other numbers are inactive results; / = not tested or not shown. The list is partial; count on the stated rates, not on these rows.
SMILES,UHRF1 binding,HTRA1 inh,ABHD4 inh,rCAG binder,PRMT1 inh,MBD2 DNA inh,PG9 binder,NR1D1 modulator,LEDGF integ inh,TCR-CD3 inh
COc1ccccc1COC(=O)Nc1c(C)nn(C)c1Cl,2,3,-1,6,1,-4,2.0,4,-2,-4
COc1cccc(C2CC(c3ccccc3C)n3nc(N)nc3N2)c1 (stereo not given),-3,0,2,2,0,3,0.0,11,0,-4
Nn1c(SCC(=O)Nc2nccs2)nnc1-c1cc(-c2ccccc2)n[nH]1,9,/,-66,3,-1,12,/,2,-3,/
Cc1noc(C)c1S(=O)(=O)Nc1ccc2c(c1)C(=O)N([C@H](C)CO)C[C@H](C)[C@@H](CN(C)S(=O)(=O)c1ccccc1)O2,0,-5,0,5,-1,-1,-1.0,1,1,9
Cn1cccc1CC(=O)N/N=C\c1cccs1,-4,6,2,8,-1,0,0.5,-1,2,2
CCOC(=O)N1CCN(C(=O)c2ccc(OC)c(OC)c2)CC1,6,4,-3,-1,0,1,1.7,2,-4,-9
O=C(NC(c1ccc(-c2ccccc2)cc1)c1cnccn1)C1CCN(CCOc2ccc(F)cc2)CC1 (stereo not given),3,/,-6,4,-3,-1,-0.6,-4,2,-3
O=S(=O)(c1ccc(Br)s1)N1CCC2(CC1)OCCO2,-2,1,-9,-30,-3,-5,-1.2,5,4,-4
O=C(N/N=C/c1ccc(O)c([N+](=O)[O-])c1)C1CC1(c1ccccc1)c1ccccc1 (stereo not given),-2,6,19,50*,3,-3,-1.0,10,-1,5
CC(C(=O)N/N=C/c1ccc(N(C)C)c(Br)c1)N(c1ccccc1)S(C)(=O)=O (stereo not given),1,-3,4,-5,-1,2,-0.3,-1,5,-8
CCN1C(=O)/C(=C\c2cn(CCC#N)nc2-c2ccc(F)cc2)SC1=S,3,-4,-6,-3,3,6,-2.3,-1,-1,-6
COc1cccc(NC(=O)CN(C)C(=O)c2ccc(Cl)c(S(=O)(=O)N3CCCCCC3)c2)c1,-2,-14,-2,3,-2,2,0.4,-6,-2,6
COC(=O)[C@@]1(Cc2ccc(F)cc2)[C@H]2c3cc(C(=O)N(C)C)n(CCc4c[nH]c5ccc(OC)cc45)c3C[C@H]2CN1C(=O)c1ccccc1,0,/,1,11,-2,2,-0.8,-4,-4,5
O=C(COC(=O)C12CC3CC(CC(O)(C3)C1)C2)Nc1ccc(Br)cc1F,9,1,-6,1,-1,-1,-2.2,-1,1,7
CC1(c2ccc3noc(-c4cccc(F)c4)c3c2)OCCO1,-2,0,-4,0,-6,-4,-1.3,-3,2,4
O=C(COc1ccccc1Br)NC1CC1,0,9,2,-4,1,2,-3.2,-5,-1,2
CC(=O)NCCNC(=O)c1ccc2c(c1)S(=O)(=O)c1ccccc1C2=O,-4,5,1,1,-2,-2,-3.2,2,-1,4
COc1ccccc1N1CCN(C(=O)CN(c2ccc(C)c(C)c2)S(C)(=O)=O)CC1,4,-1,2,-7,2,4,-0.5,1,-3,2
NS(=O)(=O)c1ccc2nc(NC(=O)CS(=O)(=O)c3ccccc3)sc2c1,2,-2,4,7,6,2,0.3,5,0,-1
COc1ccc(/C=N\Nc2ncc(F)c(N3CCOCC3)n2)cc1OC,20,1,-3,-4,5,-6,0.2,-2,-1,-1
C=CCn1c(N)cc(=O)nc1SCC(=O)NC(C)c1ccccc1 (stereo not given),1,2,2,2,6,-1,-2.8,6,4,1
COc1ccc(C(=O)Nc2cc(=O)[nH]c3ncnn23)cc1,1,0,-5,8,-3,-1,-1.5,5,1,8
O=C(CC1CCCCC1)N1CCC(c2nc(-c3ccc(S(=O)(=O)N4CCCC4)cc3)no2)CC1,1,3,1,-2,-2,4,1.7,-5,1,-3
CCOCCn1c(=NC(=O)c2cc3ccccc3oc2=O)sc2cc(S(N)(=O)=O)ccc21,3,3,-4,6,3,0,-2.5,1,-2,2

# Single records, from the list above. Values in the order: UHRF1 binding, HTRA1 inh, ABHD4 inh, rCAG binder, PRMT1 inh, MBD2 DNA inh, PG9 binder, NR1D1 modulator, LEDGF integ inh, TCR-CD3 inh
# COc1ccc(C(=O)Nc2cc(=O)[nH]c3ncnn23)cc1 as listed: 1, 0, -5, 8, -3, -1, -1.5, 5, 1, 8
# O=C(COc1ccccc1Br)NC1CC1 as listed: 0, 9, 2, -4, 1, 2, -3.2, -5, -1, 2

# (continued)
SMILES,UHRF1 binding,HTRA1 inh,ABHD4 inh,rCAG binder,PRMT1 inh,MBD2 DNA inh,PG9 binder,NR1D1 modulator,LEDGF integ inh,TCR-CD3 inh
CCCCC(OC(=O)c1ccco1)C(=O)NCc1ccc(C)cc1 (stereo not given),-2,-2,-5,-7,-2,4,-2.4,1,-1,3
CCOC(=O)CN(C(=O)COc1nc(-c2ccccc2)cc(C)c1C#N)c1ccc(C)cc1,0,-9,10,-2,-2,6,-1.4,0,-4,4
CC1=C(OC(=O)c2ccccc2)C(C)(C)C(c2ccc(Br)cc2)OC1=O (stereo not given),0,1,-6,3,-1,-4,-2.0,-1,5,-1
Cc1ccc(Cl)cc1N1CCN(Cc2cc(=O)n3ccsc3n2)CC1,2,3,-9,-7,9,6,-0.2,3,0,-3
CCCN(CCC)CCNC(=O)c1cn(C)c(=O)c2c1c1ccccc1n2C,1,-4,5,1,0,5,-0.9,2,-4,3
O=C(NCc1ccc(Cl)cc1)N1CCN(Cc2ccccc2)CC1,3,-3,-3,-10,3,4,0.3,-1,-2,-8
O=c1cc[nH]c2cc(Cl)ccc12,0,-3,2,1,-2,-5,1.8,-6,2,1
CC(=O)c1ccc(OCc2ncc(C(F)(F)F)cc2Cl)cc1,-2,-3,-5,-4,-5,-1,0.6,2,8,-5
CCOC(=O)c1ccc(NC(=O)Nc2ccc(OC)c(OC)c2)cc1,0,4,13,1,-1,1,-1.7,-1,-3,4
OC[C@@H]1CN(Cc2ccc3c(c2)OCO3)C[C@H](n2cnc3c(NC4CCC4)ncnc32)O1,0,/,3,1,1,-4,-0.7,1,0,3
COc1ccc(C)cc1S(=O)(=O)NC1CCCCC1C (stereo not given),10,-5,-3,0,0,-1,0.4,7,0,-13
CN(C)C(=O)c1ccc(NC(=O)c2ccc(-c3ccc(Cl)cc3)o2)cc1,-2,-28,-9,-2,4,-1,-0.5,6,-3,-1
O=C(NCCn1ccc2ccccc21)c1ccc2c(c1)OCO2,1,0,-3,3,-1,0,0.2,7,-1,-3
CCCS(=O)(=O)NC(=O)C1(C)CCN(C(=O)c2oc3ccccc3c2C)C1 (stereo not given),0,/,2,7,2,-6,0.9,-2,2,6
CC(=O)NS(=O)(=O)c1ccc(NC(=O)c2ccc3c(c2)OCO3)cc1,2,0,3,-2,5,-2,1.5,1,-2,-1
O=C(c1ccccc1)C(O)(Cc1ccccc1)c1ccccc1 (stereo not given),-3,-20,-14,-5,-3,-7,-1.0,4,1,1
CC(=O)Nc1cccc(NC(=O)c2cc(-c3cccnc3)nc3ccc(Br)cc23)c1,-1,-49,-26,10,-6,-3,7.7,4,-3,9
CN1CCN(S(=O)(=O)c2ccc(N(C)Cc3cccc(F)c3)nc2)CC1,-2,6,3,2,-4,-3,-0.4,-11,-2,2
CCCCCOC(=O)CC(C(=O)OCCCCC)N1CCCCC1 (stereo not given),-3,1,12,-1,-3,3,0.7,-6,14*,4
O=C1CCCc2nc(N3CCN(C(=O)c4ccco4)CC3)ncc21,-2,-2,3,-5,2,2,-1.1,-1,0,-2
COc1ccc(C(C2C(=O)CC(C)(C)CC2=O)C2C(=O)CC(C)(C)CC2=O)cc1CO,1,3,3,-1,6,0,0.6,-1,1,1
O=C(c1ccccc1)N1CCC(CC2CC(c3ccc(Cl)cc3)=NO2)(C(=O)NCC2CCCCC2)CC1 (stereo not given),3,-32,-17,2,-1,7,1.3,-5,1,-8
Cc1c(C(c2cc(O)ccc2Cl)c2c(C)n(C)n(-c3ccccc3)c2=O)c(=O)n(-c2ccccc2)n1C,0,1,3,-3,5,0,0.6,-2,0,-5
S=C(NCCc1ccccc1)Nc1nccs1,-2,-12,6,1,6,4,0.1,7,-1,3
CC(C)(C)c1ccc(C(=O)CSc2n[nH]c(=O)[nH]c2=O)cc1,4,-9,3,13,2,5,0.6,-2,-1,-5
CCOC(=O)c1cn(CC)c2cc(Cl)c([N+](=O)[O-])cc2c1=O,1,-2,11,-3,0,4,-0.6,7,2,3
O=C(NCCc1c[nH]c2ccccc12)C(=O)NCC1OCCN1S(=O)(=O)c1cc(F)ccc1F (stereo not given),-3,-9,-1,5,1,0,3.8,1,1,-4
O=C(COC(=O)c1ccc(S(=O)(=O)N2CCOCC2)cc1)NCc1cccs1,-2,-1,-1,-5,-3,-4,-4.7,3,-3,0
CC1(C)CC(=O)C2=C(C1)N(Cc1ccco1)C(=O)C2(O)C(F)(F)F (stereo not given),0,10,2,0,3,1,-3.7,-3,-1,8
CC(C)Cn1c(-c2cccnc2)nc2c1c(=O)[nH]c(=O)n2CC(C)C,0,0,8,-7,0,-4,-4.0,-2,2,7

# Among those listed so far, these have an NH in an aromatic ring.
SMILES,UHRF1 binding,HTRA1 inh,ABHD4 inh,rCAG binder,PRMT1 inh,MBD2 DNA inh,PG9 binder,NR1D1 modulator,LEDGF integ inh,TCR-CD3 inh
Nn1c(SCC(=O)Nc2nccs2)nnc1-c1cc(-c2ccccc2)n[nH]1,9,/,-66,3,-1,12,/,2,-3,/
COC(=O)[C@@]1(Cc2ccc(F)cc2)[C@H]2c3cc(C(=O)N(C)C)n(CCc4c[nH]c5ccc(OC)cc45)c3C[C@H]2CN1C(=O)c1ccccc1,0,/,1,11,-2,2,-0.8,-4,-4,5
COc1ccc(C(=O)Nc2cc(=O)[nH]c3ncnn23)cc1,1,0,-5,8,-3,-1,-1.5,5,1,8
O=c1cc[nH]c2cc(Cl)ccc12,0,-3,2,1,-2,-5,1.8,-6,2,1
CC(C)(C)c1ccc(C(=O)CSc2n[nH]c(=O)[nH]c2=O)cc1,4,-9,3,13,2,5,0.6,-2,-1,-5
O=C(NCCc1c[nH]c2ccccc12)C(=O)NCC1OCCN1S(=O)(=O)c1cc(F)ccc1F (stereo not given),-3,-9,-1,5,1,0,3.8,1,1,-4
CC(C)Cn1c(-c2cccnc2)nc2c1c(=O)[nH]c(=O)n2CC(C)C,0,0,8,-7,0,-4,-4.0,-2,2,7

# Single values from above:
# In HTRA1 inh, O=C(NCCc1c[nH]c2ccccc12)C(=O)NCC1OCCN1S(=O)(=O)c1cc(F)ccc1F (stereo not given) is entered as -9
# In rCAG binder, CC(C)(C)c1ccc(C(=O)CSc2n[nH]c(=O)[nH]c2=O)cc1 is entered as 13
